Screening results from PubChem.
JMJD2C inh = inhibitors of GASC-1 histone demethylase, primary screen, biochemical, fluorescence, DELFIA europium; GST-JMJD2C(1-420) H3K9me3 demethylation; inhibition, % at 2.35 µM; actives 0.069% (n = 330,000); AID 2099, 2009;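 active = more than half of a compound's replicate wells show inhibition beyond 50%, single wells judged on their own value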;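 note: signal counts dimethyl H3K9 product captured on neutravidin plate; 0% = median of DMSO wells and 100% = 0.3 times that DMSO median; strong numbers were not always called active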
HCV core dimer = inhibitors of HCV core protein dimerization, primary screen, biochemical, TR-FRET, high-throughput; actives 0.33% (n = 300,000); inhibition, % at 5 µM; TR-FRET GST/Flag-core106 dimerization, 1536-well;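 active = inhibition above the mean of all tested compounds plus 3 SD, set per screening campaign, cut at about 45% in these data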
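Material: Tagged HCV core106 pair (GST and Flag) | Amount: GST-core106 13.5 nM, Flag-core106 17 nM | Medium: KF-containing HEPES buffer, pH 7.45, DTT, CHAPS, BSA | Reagent: Eu donor and XL665 acceptor anti-tag antibodies | Schedule: 4 h at 22.5 °C | Technique: Time-resolved FRET, ex 340 nm, em 617 and 671 nm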
PP1 counter = PP1-alpha phosphatase inhibitors, primary screen, counter-screen for PP5 inhibitor project, biochemical, fluorescence, OMFP substrate, single point; Serine/threonine-protein phosphatase PP1-alpha catalytic subunit (Homo sapiens), P62136; purified PP1alpha; inhibition, % at 6.7 µM; actives 0.9% (n = 320,000); AID 2235, 2010;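 active = inhibition above the mean inhibition of all tested compounds plus 3 SD, computed separately for each screening campaign, cut at about 15% in these data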
procasp3 activ = activators of human procaspase-3 D3A mutant, primary screen, biochemical, absorbance, PC-3 D3A mutant, single concentration; AID 463141, 2010; recombinant procaspase-3 D3A, Ac-DEVD-pNA absorbance 405 nm; activation, % at 8.5 µM; actives 0.11% (n = 330,000);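 active = activation above the mean of all tested compounds plus 3 SD, cut at about 21% in these data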;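 note: 0% = DMSO alone and 100% = DMSO wells spiked with extra 5 µM PC-3 D3A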
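Test system: Procaspase-3 D3A mutant; medium: Zinc-free HEPES/NaCl buffer with 0.01% Triton X-100 at pH 7.4; reagent: DEVD-pNA substrate; doses: one concentration, 8.5 µM nominal, 0.8% DMSO; times: 1 h preincubation plus 2 h reaction at 25 °C; signal: Epi-absorbance at 405 nm of released p-nitroaniline, 0 and 120 min; replicates: singlicate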
VLA-4 inh = inhibition in human VLA-4 binding assay, primary screen, VLA-4 allosteric modulator project, MLPCN library, flow cytometry, VLA-4 expressing cells. actives 0.2% (n = 330,000). ligand binding flow cytometry. inhibition, % (about 7 µM as worked out from the volumes in the protocol). Integrin alpha-4 (Homo sapiens), P13612; in the data active = inhibition above about 50%
Target sequence (P13612 whole entry, looked up): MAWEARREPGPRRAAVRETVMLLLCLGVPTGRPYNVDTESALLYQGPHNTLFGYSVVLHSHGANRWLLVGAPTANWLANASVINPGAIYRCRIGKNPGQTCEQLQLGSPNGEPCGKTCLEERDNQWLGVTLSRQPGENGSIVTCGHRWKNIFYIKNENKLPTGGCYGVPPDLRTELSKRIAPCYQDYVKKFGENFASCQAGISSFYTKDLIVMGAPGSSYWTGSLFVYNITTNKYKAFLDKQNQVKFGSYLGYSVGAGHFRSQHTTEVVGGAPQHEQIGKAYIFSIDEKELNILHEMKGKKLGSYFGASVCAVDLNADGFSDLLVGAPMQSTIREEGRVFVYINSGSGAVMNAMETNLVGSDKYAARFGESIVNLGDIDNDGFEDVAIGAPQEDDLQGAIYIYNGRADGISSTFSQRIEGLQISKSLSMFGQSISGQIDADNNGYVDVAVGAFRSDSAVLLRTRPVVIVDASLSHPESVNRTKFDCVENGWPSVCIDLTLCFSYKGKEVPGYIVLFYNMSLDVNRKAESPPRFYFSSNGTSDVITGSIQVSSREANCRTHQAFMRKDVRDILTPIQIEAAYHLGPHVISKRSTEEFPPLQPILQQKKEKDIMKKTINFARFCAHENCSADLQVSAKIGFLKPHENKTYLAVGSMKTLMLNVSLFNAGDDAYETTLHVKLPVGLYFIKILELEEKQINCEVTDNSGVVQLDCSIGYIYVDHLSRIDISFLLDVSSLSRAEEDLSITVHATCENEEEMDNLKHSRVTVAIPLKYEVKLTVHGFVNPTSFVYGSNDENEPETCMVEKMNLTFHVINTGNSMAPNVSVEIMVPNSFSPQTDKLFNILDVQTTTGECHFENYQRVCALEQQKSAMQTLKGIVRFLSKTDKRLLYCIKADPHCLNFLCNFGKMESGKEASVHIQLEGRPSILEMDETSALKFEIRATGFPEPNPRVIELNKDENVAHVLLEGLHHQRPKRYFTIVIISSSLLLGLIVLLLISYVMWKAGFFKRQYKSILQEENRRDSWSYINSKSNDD
proCasp7 act = procaspase-7 activators, primary screen, counter-screen for procaspase-3 activator project, biochemical, absorbance, HTS, human | recombinant procaspase-7, Ac-DEVD-pNA absorbance 405 nm; D23A/D198A/D206A triple mutant, cannot self-cleave; scale: DMSO 0, 5 µM enzyme 100 | AID 463210, 2010 | Caspase-7 (Homo sapiens), P55210 | activation, % at 8.5 µM | actives 0.093% (n = 330,000);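 active = percent activation above the screen-wide mean plus 3 SD, cut at about 25% in these data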
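Assay system: Uncleavable procaspase-7 mutant enzyme / Input: 2 µM procaspase-7 mutant as dispensed / Dosing: single nominal 8.5 µM compound dose, 0.8% DMSO final / Timing: 1 h enzyme–compound preincubation and 2 h substrate reaction, both 25 °C / Detection: p-Nitroaniline absorbance at 405 nm, read at 0 and 120 min / Replication: singlicate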
GRK2 inh = compounds blocking aptamer binding on GRK2 – biochemical, human GRK2, bead flow cytometry, HTS, primary screen; Beta-adrenergic receptor kinase 1 (Homo sapiens), P25098; AID 488847, 2010; inhibition of aptamer binding, % at 10 µM; actives 0.59% (n = 330,000); FAM-aptamer displacement from GRK2;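 active = inhibition of aptamer binding above 40%, roughly 3 SD of noise, on plates passing a quality check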;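 note: median bead fluorescence of bound FAM aptamer so fluorescent compounds give negative values; no value below 0 was filed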
PP5 primary = PP5 phosphatase inhibitors, primary screen, biochemical, fluorescence | inhibition, % at 6.7 µM | purified PP5c, OMFP substrate fluorescence | actives 0.18% (n = 320,000) | Serine/threonine-protein phosphatase 5 (Homo sapiens), P53041;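 active = inhibition above the campaign's mean inhibition across all tested compounds plus 3 SD, cut at about 9.5% in these data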;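 note: 0% = DMSO only and 100% = 100 µM cantharidin control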
CTSL1 counter = Fasciola hepatica cathepsin L1 inhibitors, primary screen, counter-screen for PFM18AAP inhibitor project, biochemical, QFRET, fluorogenic peptide substrate. recombinant F. hepatica cathepsin L1, Z-Leu-Arg-MCA fluorescence. actives 0.49% (n = 300,000). inhibition, % at 5.96 µM;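 active = inhibition above the mean of all tested compounds plus 3 SD, set per screening campaign, cut at about 17% in these data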;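 note: 0% = plate median of test compound wells and 100% = 1 µM Z-Phe-Ala-diazomethylketone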
Starred values were filed as active, the others as inactive; nt = no result given. Rows are unselected; any-hit rate near 2.6%.

SMILES	JMJD2C inh	HCV core dimer	PP1 counter	procasp3 activ	VLA-4 inh	proCasp7 act	GRK2 inh	PP5 primary	CTSL1 counter
O=C(CN1C(=O)COc2ccccc21)Nc1ccccc1F	0	8	-4	-1	8	6	2	-0.6	-4
C=CCn1c(SCc2nc3ccccc3nc2C)nnc1-c1ccoc1C	1	9	0	2	5	20	2	0.9	-7
C=CCOCCn1[nH]c2ccccc2c1=O	-1	4	-2	5	1	-2	1	1.5	-4
O=C(Nc1ccc(Cl)cn1)c1cccc2ccccc12	-4	-8	-1	1	10	-5	nt	1.3	-2
COCc1cc(=O)[nH]c(Nc2nc(C)c3ccccc3n2)n1	3	-2	1	-4	-6	4	5	-0.8	1
CCOC(Cn1ccc(=O)[nH]c1=O)OCC	0	-1	-1	0	-5	-6	0	-0.4	-1
COC(=O)C(C)n1nnc2sc(-c3ccccc3)cc2c1=O (stereo not given)	-7	18	-5	1	-27	-6	0	-2.8	0
Nc1cc(C(=O)OCC(=O)NCc2ccco2)ccc1Cl	-28	18	2	8	-3	2	5	2.1	-2
Cc1ccc(C(=O)Nc2nc3ccc(S(C)(=O)=O)cc3s2)o1	-4	-1	2	6	7	4	2	2.3	4
COC(=O)c1cc(OC)c(OC)cc1NC(=O)c1ccccc1C	-6	-4	3	5	3	3	0	0.0	-3
Fc1ccc(Nc2nc(-c3cccnc3)cs2)cc1	3	-1	-1	6	21	4	1	1.6	3
C=CCNC(=O)C1CCCN(S(C)(=O)=O)C1 (stereo not given)	0	-4	1	7	-4	0	0	2.3	-4
COc1ccc(C(=O)NNC(=O)CSc2nnc(COc3ccc4ccccc4c3)n2C)cc1	1	4	2	2	-7	5	1	-0.8	6
COc1ccccc1NC(=O)Nc1ncccc1C	11	-10	1	0	16	0	1	-0.6	-4
COc1ccc(C(=O)Nc2ccccc2C(=O)Nc2cc(C)ccn2)cc1	3	-9	0	-13	8	1	2	2.6	-5
N#CCSc1ccccc1NC(=O)COC(=O)CCN1C(=O)C2CC=CCC2C1=O (stereo not given)	1	nt	-4	6	-26	-11	0	4.3	nt
CCOc1ccccc1OCC(=O)Nc1cccc(S(=O)(=O)N2CCCCCC2)c1	7	1	-8	3	-4	3	0	3.5	-9
COc1ccc(/C=C(/NC(=O)/C=C/c2ccccc2)C(=O)NCCCCCC(=O)O)cc1	8	-2	-4	0	4	-7	0	1.9	4
CCOC(=O)CCNC(=O)Nc1cc2nc(C)n(Cc3cccc(Cl)c3)c2nc1C	3	11	0	0	5	9	1	1.0	1
CCOC(=O)NNS(=O)(=O)c1cc(Br)ccc1Br	-3	0	-2	3	9	-2	0	0.8	-4
COc1ccc(NS(=O)(=O)c2cc(NC(=O)c3ccc(S(=O)(=O)N(C)C)cc3)ccc2N2CCOCC2)cc1	-8	nt	nt	-6	6	-4	4	nt	nt
Cc1ccc(CNC(=O)CN(C)S(=O)(=O)c2cnc[nH]2)cc1	2	-3	-3	-8	-9	11	0	4.4	2
O=C(CSc1nnc(CNC(=O)c2ccco2)o1)Nc1ccc(F)cc1	0	3	1	-1	5	-7	0	1.1	-3
Cc1ccc(C(=O)COC(=O)CCC(=O)NC2CCCCC2)cc1C	8	0	3	2	-2	2	0	-0.8	-11
COc1ccc(NC(=O)c2sc3nc(Cc4ccccc4)cc(C(F)(F)F)c3c2N)cc1OC	1	1	0	0	1	-10	4	3.5	3

Next section, starting with the last 3 of the part before.
SMILES	JMJD2C inh	HCV core dimer	PP1 counter	procasp3 activ	VLA-4 inh	proCasp7 act	GRK2 inh	PP5 primary	CTSL1 counter
O=C(CSc1nnc(CNC(=O)c2ccco2)o1)Nc1ccc(F)cc1	0	3	1	-1	5	-7	0	1.1	-3
Cc1ccc(C(=O)COC(=O)CCC(=O)NC2CCCCC2)cc1C	8	0	3	2	-2	2	0	-0.8	-11
COc1ccc(NC(=O)c2sc3nc(Cc4ccccc4)cc(C(F)(F)F)c3c2N)cc1OC	1	1	0	0	1	-10	4	3.5	3
Cc1ccccc1OC(=O)c1cccc(S(=O)(=O)N2CCN(C)CC2)c1	13	nt	-2	2	1	-8	0	1.3	nt
CCOC(=O)c1cn(CC)c2ccc(S(=O)(=O)N3CC(C)CC(C)C3)cc2c1=O (stereo not given)	nt	-4	1	-3	-3	3	4	0.7	1
CCc1noc(C)c1C(=O)Nc1nc2c(F)cc(F)cc2s1	1	nt	-1	7	-1	-5	1	1.6	nt
CCCCNC(=O)N1CCN(S(C)(=O)=O)CC1	-7	4	-8	6	4	-4	0	1.1	-6
Cc1cccc(NC(=O)c2ccc3c(c2)CCN3S(C)(=O)=O)c1C	1	-2	-3	-2	6	11	0	2.9	-1
CCCc1cc(=O)oc2cc(C)cc(OC(C)C(=O)N[C@@H](Cc3c[nH]c4ccccc34)C(=O)O)c12 (stereo not given in full)	29	3	0	-5	0	11	0	1.3	-1
CN(C)c1ccc(N=Nc2ccccc2C(=O)OCC(=O)N(C)c2ccccc2)cc1	-7	5	1	8	-3	-8	4	4.4	3
Cc1nnc2n(-c3ccccc3)c(=O)c3c4c(sc3n12)COC(C)(C)C4	-10	-5	1	1	-7	0	0	1.1	-1
CCN(CC)c1ccc(C(=O)OCC(=O)Nc2sccc2C#N)cc1	4	11	2	1	12	0	8	2.7	0
CCc1cc(=O)[nH]c(SC/C=C/c2ccccc2)n1	4	3	1	9	-5	8	1	-0.1	1
COc1cccc(NC(=O)c2cccc(OC)c2OC)c1	-1	1	0	-1	12	10	6	1.9	-4
COc1cc(NS(=O)(=O)c2ccc(NS(=O)(=O)c3ccc(NC(C)=O)cc3)cc2)nc(OC)n1	-4	3	2	9	5	-1	0	1.8	0
O=C(CNC(=O)c1ccc(Cl)cc1)c1ccc(Cl)cc1	9	11	-1	10	7	1	0	-0.4	0
CC(C)(C)NC(=O)CN(C(=O)Cn1nnc(-c2ccccc2F)n1)c1cccc2c1CCCC2	1	3	0	-2	-3	17	17	1.0	-3
COc1ccc(N2CCN(Cc3nc(N)nc(N4CCCc5ccccc54)n3)CC2)cc1	-14	2	2	-2	13	-10	0	0.7	-1
CCC(Sc1nnc(C)c(=O)[nH]1)C(=O)Nc1cccc2ccccc12 (stereo not given)	12	11	-2	-3	11	-5	1	-1.7	-2
Fc1ccccc1CN1CCCCCCC1	7	1	0	-5	8	-5	0	2.5	-5
CCCCn1c(N)c(N(CCC(C)C)C(=O)C2CCCN(C(=O)c3ccc(Cl)cc3)C2)c(=O)[nH]c1=O (stereo not given)	4	-2	-5	0	6	-3	2	0.2	-3
Cc1nn(-c2ccccc2)c(N2CCCC2)c1/C=N/n1cnc2scc(-c3ccccc3)c2c1=O	13	26	-4	0	-7	1	0	0.3	3
CN(C(=O)CSc1nc2ccc(Br)cc2c(=O)n1Cc1ccco1)C1CCS(=O)(=O)C1 (stereo not given)	21	3	-8	-6	3	-2	3	-0.8	-1
CSc1nc(C(C)C)ccc1CNC(=O)CC(C)c1ccccc1 (stereo not given)	-4	-3	3	6	1	-6	0	-0.9	-1
CCc1ccc(OCC(=O)O/N=C(\N)c2cccnc2)cc1	16	-3	3	10	10	-5	0	-0.3	-4
CC(=O)c1ccc(NC(=O)c2cc(-c3cccs3)on2)cc1	6	-12	0	-7	16	-1	0	-1.1	0
CCC(=O)N1CCc2cc(S(=O)(=O)NC(C(=O)NCc3ccc(F)cc3)C(C)C)ccc21 (stereo not given)	3	-4	1	5	12	4	0	2.8	8
Cc1ccccc1S(=O)(=O)N1[C@@H](c2ccccc2)C(C(=O)O)=CC[C@H]1c1ccc(Cl)cc1	-8	23	5	5	6	-12	0	-0.9	8

Next section:
SMILES	JMJD2C inh	HCV core dimer	PP1 counter	procasp3 activ	VLA-4 inh	proCasp7 act	GRK2 inh	PP5 primary	CTSL1 counter
COc1ccc(C2=NN(C(=O)CSc3nnnn3C)C(c3ccco3)C2)cc1 (stereo not given)	8	nt	-2	-7	6	-9	2	-1.3	nt
COc1cccc(NC(=O)NC2CCCc3ccccc32)c1 (stereo not given)	0	4	6	-7	3	-2	0	5.2	-4
N#C/C(=C/c1ccccc1[N+](=O)[O-])c1nnc2n1CCCCC2	-5	0	-2	4	-6	0	6	1.3	2
COc1ccc(NC(=O)c2ccc(S(=O)(=O)N3CC(C)CC(C)C3)cc2)cc1S(N)(=O)=O (stereo not given)	-2	nt	-1	-1	1	0	3	0.0	nt
COc1ccc(CCN2CC(C(=O)NCCN3CCCC3=O)CCC2=O)cc1 (stereo not given)	0	-18	-1	-1	7	-6	0	3.1	-1
Cc1nc(-c2ccc(NC(=O)/C=C\C(=O)O)cc2)cs1	-8	-1	-2	-7	9	7	1	3.5	0
COc1ccccc1-n1c(SCC(=O)O)nc2c(sc(=S)n2-c2ccc(C)c(C)c2)c1=O	-4	3	2	8	-8	2	3	0.0	6
C=CCN(C(=O)CNC(=O)c1cccs1)C(C(=O)NC(C)(C)C)c1ccccc1 (stereo not given)	-2	-6	-7	4	4	-9	4	-5.4	1
Cc1oc(=O)c(NC(=O)c2cccc(Cl)c2)cc1C(=O)c1ccccc1	5	5	0	-5	29	-4	0	2.9	55*
COCC1CCN(Cc2cn[nH]c2-c2cc(OC)c(OC)c(OC)c2)CC1	-18	-1	-4	0	13	16	2	-0.8	1
COc1ccc(NC(=O)CCC(=O)OCc2ccc(Br)cc2)cc1	8	-4	-3	-3	-6	-3	3	-0.4	-15
CC(=O)N1CCCc2cc(S(=O)(=O)N3CCCC(C(=O)Nc4cc(C)ccc4C)C3)ccc21 (stereo not given)	-9	10	-1	3	2	8	4	1.5	-1
COc1ccc(CNC(=O)C2CCCN(c3nc4ccccc4o3)C2)c(OC)c1 (stereo not given)	198	2	11	1	-3	12	2	-0.8	-4
Cc1ccc(Cn2c(=O)n(C)c(=O)c3sccc32)cc1	-9	-3	0	3	8	-11	0	2.4	5
COc1cccc(CC(=O)N2CCN(c3ccccc3[N+](=O)[O-])CC2)c1	-5	3	-3	-1	8	8	0	-0.5	-1
COCCCNC(=S)N1CCN(c2ccc([N+](=O)[O-])cc2)CC1	-15	4	-2	-14	-12	7	1	-0.2	2
